Dengue-2 NS5 capping: flavivirus cap methylation enzyme inhibition – biochemical, confirmation dose response, primary screen (AID 588689); inhibition, % at 25 µM, or IC50 in µM where a hit was titrated; 0.3% of 340,000 active; Dengue-2 NS5 methyltransferase capping enzyme assay, biochemical; higher % means a stronger effect; in the data active = a potency from the dose series; inconclusive = inhibition above about 29% without an active follow-up result
AID2073: inhibitors of Mint1-CaV2.2 protein interaction, biochemical, HTRF (AID 2073) | HTRF protein-protein interaction, Mint1-CaV2.2; higher % means a stronger effect | 0.19% of 290,000 active | inhibition, % at 20 µM; hits with a dose series show IC50 in µM; in the data active = inhibition mostly above about 51%, no sharp cut-off; inconclusive = no clear call, values can overlap the other calls; inactive = mostly below about 53%; also: some results filed as inactive read as strong as hits
West Nile antiviral: inhibition of WNV-induced cytopathic effect – cell-based, CPE readout (AID 1621) | West Nile virus-infected cells, CPE inhibition; higher % means a stronger effect | 0.02% of 290,000 active | CPE inhibition, % at 10 µM; hits with a dose series show IC50 in µM; in the data active = a potency from the dose series; inconclusive = CPE inhibition mostly from about 3.7% at the one dose, without a potency; inactive = the rest, 99 in 100 with CPE inhibition below about 2.2%; also: strong numbers were not always called active
KOR beta-arrestin-1: KOR antagonists, beta-arrestin recruitment, cell-based, luminescence, uHTS (AID 1778) | one-dose inhibition, % at 10 µM; IC50 in µM for titrated hits | 0.091% of 290,000 active | KOR beta-arrestin recruitment, luminescence, antagonist mode; higher % means a stronger effect; also: strong numbers were not always called active
NOD1 inhibition: inhibition of NOD1-driven NF-kB reporter – cell-based, luminescence, uHTS, primary screen (AID 1578) | 1% of 290,000 active | one-dose inhibition, % at 4 µM; EC50 in µM for titrated hits | NOD1-driven NF-kB luciferase reporter cells, luminescence; higher % means a stronger effect; in the data active = inhibition mostly above about 36%, no sharp cut-off; inactive = mostly below about 34%;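 also: HEK-293T reporter cells stimulated with the NOD1 agonist gamma-tri-DAP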
HIV peptide binding: inhibitors of HIV fusion peptide binding, primary screen, biochemical, uHTS, fluorescence dequenching (AID 1986); cell-free peptide binding, fluorescence dequenching, 30 min; higher % means a stronger effect; one-dose inhibition, % at 20 µM; IC50 in µM for titrated hits; 0.3% of 290,000 active; in the data active = inhibition mostly above about 52%, no sharp cut-off; inactive = mostly below about 76%; also: some results filed as inactive read as strong as hits
KOR beta-arrestin-2: kappa opioid receptor activators – cell-based, luminescence, uHTS, primary screen (AID 1777) | KOR beta-arrestin recruitment, luminescence; higher % means a stronger effect | activation, % at 10 µM; hits with a dose series show EC50 in µM | 0.02% of 280,000 active; in the data active = activation above about 50%, passing the limit was not always enough; also: a part of the inactive calls stands beside numbers as strong as those of hits
HEK293 NOD2/NF-kB: NOD2 signaling inhibitors, cell-based, luminescence, uHTS, HEK293 (AID 1566); HEK293 NOD2/NF-kB luciferase reporter, luminescence; higher % means a stronger effect; inhibition, % at 4 µM; hits with a dose series show EC50 in µM; 0.63% of 290,000 active; also: many of its hits are not listed in these tables
Yfh1-off respiration: mitochondrial function rescue without frataxin homolog – Friedreich's ataxia, plus single-dose screen, dose response (AID 1465); S. cerevisiae Yfh1-off respiration, WST-1 reduction, 72 h; higher fold induction means a stronger effect; 0.074% of 220,000 active; one-dose fold induction at 50 µM; EC50 in µM for titrated hits;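 active = fold induction of absorbance versus untreated yeast above a set limit, then at least 30% activation at any dose in follow-up; inconclusive = repeats straddling the limit, or above it without dose testing; inactive = fold induction below the set limit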;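 also: activators that raise dye reduction in frataxin-depleted yeast; strong numbers were not always called active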
Dengue-2 NS5 capping pilot replicate: recorded beside Dengue-2 NS5 capping, whose call it bears; inhibition, %; measured here: pilot screen replicate inhibition
Active calls of the source: *; i = inactive; ? = inconclusive; / = not tested or not shown; [ ] = dose if it differs, or a comment. Rule as the data show it, unless noted: active = inhibition above about 50%; inactive = the rest. An excerpt; rates above refer to the full screens.

SMILES	Dengue-2 NS5 capping	AID2073	West Nile antiviral	KOR beta-arrestin-1	NOD1 inhibition	HIV peptide binding	KOR beta-arrestin-2	HEK293 NOD2/NF-kB	Yfh1-off respiration	others
CCOc1ccccc1C1C(C#N)=C(N)Oc2cc(C)n(Cc3ccccn3)c(=O)c21 (configuration not stated)	-17%	-7%	-0.1%	30%	5%	0.7%	17%	8%	i
Cc1c(OC(C)C(=O)NCC2CCC(C(=O)O)CC2)ccc2c1oc(=O)c1ccccc12 (configuration not stated)	-1%	22%	-1.4%	-32%[20 µM]	-34%	0.4%	-1.5%	7%	/
Cc1ccc(CNC(=O)c2ccc(N3CCC4(CC3)CC(c3ccccc3)=NO4)c(N)c2)cc1	-6%	5%	?	-78%[20 µM]	4%	-1.0%	-0.5%	-18%	/
CC(C)C[C@H](NC(=O)[C@H](Cc1ccccc1)n1c(=O)[nH]c2ccccc2c1=O)C(=O)N1CCC[C@H]1C(=O)O	-2%	-6%	0.5%	-8%[20 µM]	-22%	6.8%	0.6%	15%	/
COCCNC(=O)Cc1ccc(Br)cc1	-4%	-1%	0.4%	-23%	10%	-1.2%	-4.6%	2%	i
CC(C)NC(=O)CSc1nncn1-c1ccccc1	1%	12%	0.2%	32%	4%	-0.8%	5.2%	-2%	i
Cc1cccc(C(=O)N(Cc2nc3ccccc3c(=O)[nH]2)C2CCCCC2)c1	-2%	18%	-0.9%	-14%[20 µM]	2%	1.4%	/	15%	i
O=C(C1COc2ccccc2O1)N1CCN(S(=O)(=O)c2ccccc2)CC1 (configuration not stated)	-3%	4%	-0.1%	-18%	-24%	0.1%	0.8%	6%	/
CCc1ccc2[nH]c(=O)c(CN(Cc3ccc4c(c3)OCO4)C(=O)c3ccco3)cc2c1	/	-4%	-0.1%	40%	3%	2.2%	1.0%	17%	i
CCc1nnc(NC(=O)C2=CCN(S(=O)(=O)c3ccccc3)CC2)s1	4%	-6%	0.6%	14%	2%	-0.7%	0.0%	19%	i
CCCCCn1c(CCC(=O)Oc2ccccc2OC)nc2c1c(=O)[nH]c(=O)n2CCCC	-11%	10%	0.4%	23%	19%	-1.3%	-9.2%	19%	i
Cc1ccc(S(=O)(=O)N(C)C)cc1NC(=O)CSc1nc2ccccc2c(=O)n1CC1CCCO1 (configuration not stated)	-7%	8%	0.5%	42%	-23%	1.3%	-2.5%	10%	/
COc1ccccc1OCc1nnc(SCC(=O)Nc2ccc(C)cc2)n1C	-8%	-9%	0.0%	-21%	-16%	0.9%	6.7%	14%	i
CCOCc1nnc(NC(=O)COc2ccc3c(c2)OCO3)s1	1%	19%	0.2%	-16%	-32%	0.2%	1.2%	-32%	/
COc1cc2c(cc1OC)C(C)N(CC(=O)Nc1ccc(S(=O)(=O)N3CCCC3)cc1)CC2 (configuration not stated)	-8%	27%	-0.4%	32%	-19%	1.0%	-4.8%	13%	/

The closing 2 entries of the section before open the next one.
SMILES	Dengue-2 NS5 capping	AID2073	West Nile antiviral	KOR beta-arrestin-1	NOD1 inhibition	HIV peptide binding	KOR beta-arrestin-2	HEK293 NOD2/NF-kB	Yfh1-off respiration	others
CCOCc1nnc(NC(=O)COc2ccc3c(c2)OCO3)s1	1%	19%	0.2%	-16%	-32%	0.2%	1.2%	-32%	/
COc1cc2c(cc1OC)C(C)N(CC(=O)Nc1ccc(S(=O)(=O)N3CCCC3)cc1)CC2 (configuration not stated)	-8%	27%	-0.4%	32%	-19%	1.0%	-4.8%	13%	/
COC(=O)c1cccc(CN2C(=O)SC(Nc3ccccc3)C2=O)c1 (configuration not stated)	5%	17%	0.5%	-15%	12%	-3.0%	6.3%	-2%	i
Cc1ccc2[nH]c(-c3ccccc3)cc(=O)c2c1	-5%	7%	0.2%	-40%	-66%	6.0%	3.8%	-105%	i
O=Cc1ccc(N2CCCCCC2)cc1	-3%	-1%	-0.3%	-3%	-16%	-0.5%	/	0%	i
CCOc1ccc(S(=O)(=O)Nc2ccc(O)c(Sc3ncn[nH]3)c2)cc1	-2%	-22%	/	-21%	-5%	6.1%	7.3%	4%	/
COCCCNC(=O)CCC(=O)NNc1nc2ccccc2c2nc(-c3ccccc3)nn12	0%	4%	0.7%	-9%	-20%	1.5%	-3.1%	-3%	i
Cc1nc(CC(=O)N2CCN(c3cccc(C)c3C)CC2)cs1	20%	2%	-0.7%	-8%	-24%	0.7%	0.5%	-2%	i	Dengue-2 NS5 capping pilot replicate=1.5
COc1ccc(C(=O)N2CCN(C3CCCCC3)CC2)cc1OC	1%	42%	0.1%	-45%[20 µM]	-28%	-1.0%	0.7%	-7%	/
CC(C)C[C@H](NC(=O)N1CC(=O)Nc2ccccc21)C(=O)N[C@H](C(=O)O)c1ccccc1	-3%	-1%	0.9%	-2%[20 µM]	-3%	0.9%	3.3%	-4%	/
N#C/C(=C\c1cccc(Cl)c1)C(=O)c1ccccc1	64µM*	42%	-0.1%	1%	-2%	2.3%	-4.2%	8%	i
COCCSc1nnc(NC(=O)c2ccc([N+](=O)[O-])cc2)s1	-11%	1%	0.1%	18%	-9%	-0.4%	-6.9%	12%	i
COc1ccccc1NC(=O)CSc1nnnn1-c1ccccc1OC	-11%	14%	-0.9%	13%	6%	-0.1%	-1.9%	12%	/
O=C(NCc1ccccc1)C1=C[C@@H](C2CCCCC2)C[C@@H](OCc2ccc(CO)cc2)O1	-5%	14%	-0.9%	-6%	-17%	2.9%	2.5%	0%	i
CC(=O)c1cccc(NC(=O)C2CC(c3ccc(F)cc3)=NO2)c1 (configuration not stated)	-2%	4%	1.9%	-23%	-5%	23%	-2.0%	4%	i
COC(=O)c1[nH]c2c(c1C(=O)OC)CCc1ccccc1-2	7%	13%	0.0%	-46%	7%	6.1%	6.8%	-16%	/
COc1ccc(NS(=O)(=O)c2ccc(S(=O)(=O)N3CCCC3)cc2)cc1Cl	-3%	-2%	-1.8%	19%	17%	1.2%	0.7%	12%	i	Dengue-2 NS5 capping pilot replicate=-0.9
CC(=O)Nc1ccc(S(=O)(=O)Nc2nc(C)cc(-n3nc(C)cc3C)n2)cc1	-6%	?	0.2%	-3%	12%	1.6%	-0.6%	7%	i
COc1cccc(CN2C(=O)NC3(CCCCCC3)C2=O)c1	-2%	9%	-0.6%	-5%	5%	1.0%	-0.4%	18%	/
O=C(NC12CC3CC(CC(C3)C1)C2)c1ccc(-c2ccc(Br)cc2)o1	-6%	15%	-1.2%	26%	-26%	4.9%	12%	-46%	i
O=C(CN1CCN(S(=O)(=O)c2ccc(F)cc2)CC1)Nc1ccc(Cl)c(C(F)(F)F)c1	-7%	-4%	/	14%	22%	-0.1%	2.1%	43%	/
CC(C)C[C@@H](CC#N)N1CCN(CCc2ccccc2)CCC1=O	0%	9%	-0.5%	-27%[20 µM]	-14%	1.9%	-0.2%	-18%	/
O=C(O)C1C2C=CC(C2)C1C(=O)NCc1cccnc1 (configuration not stated)	-3%	-2%	0.3%	24%	-27%	3.2%	5.5%	8%	i
CCOC(=O)C1=C(N)Oc2c(oc(CO)cc2=O)C1c1ccc(Cl)cc1 (configuration not stated)	2%	0%	-0.6%	17%	-3%	-1.6%	0.8%	7%	i
COc1ccc(OC)c(NC(=O)CCc2c[nH]c3ccccc23)c1	-5%	16%	0.2%	-2%	-38%	2.4%	-1.4%	4%	i
CCCc1c(C)c2ccccc2[nH]c1=O	-2%	2%	-0.1%	-22%	-11%	0.1%	4.6%	-9%	i
COC(=O)c1ccccc1OCCCCN1CC(C)OC(C)C1 (configuration not stated)	-1%	2%	-0.2%	6%	-1%	0.7%	-2.4%	2%	i
COc1cc(CO)ccc1Oc1nnnn1-c1ccc(C(N)=O)cc1	-3%	-2%	0.5%	7%	20%	-2.2%	/	7%	i
Cn1c(CNC(=O)c2ccccc2F)nnc1SCC(=O)NCc1ccccc1	-2%	20%	0.1%	-10%	-37%	0.0%	1.0%	-2%	i
O=C(CNC(=O)c1cccs1)N/N=C/c1c(F)cccc1Cl	-2%	4%	0.5%	-6%	-7%	2.2%	2.0%	-19%	/
COc1ccc(/C=C/C(=O)NC(C)(C)C)cc1S(=O)(=O)N1CCOCC1	3%	11%	1.2%	4%	-34%	5.3%	-2.2%	6%	i
CCOCCCNS(=O)(=O)c1ccc2c(c1)CCN2C(=O)CC	-4%	-2%	-0.6%	-15%	-30%	-1.2%	-2.3%	11%	i
COC(=O)Cn1c(CN2CCc3ccccc3C2)nc2c1c(=O)n(C)c(=O)n2C	-4%	-3%	0.1%	-18%	-33%	1.7%	-1.8%	-2%	i
CC(=O)n1c(=O)c2ccccc2c(=O)n1-c1ccccc1	3%	10%	-0.3%	10%	-10%	9.1%	-4.3%	2%	/
CC1(C)CC(=O)C=C(Nc2ccccc2)C1	1%	-6%	0.5%	-10%	-10%	0.6%	1.2%	-4%	i
O=c1/c(=C/c2ccc(O)cc2)sc2nc3cc(Br)cnc3n12	/	48%	-0.5%	-12%	-27%	3.8%	-2.7%	-18%	i
COc1ccc(C2CC(c3cccs3)=NN2C(=O)CSC2=NCCS2)cc1 (configuration not stated)	-6%	0%	0.8%	12%	-21%	4.4%	-2.5%	3%	/
Nc1ccc(S(=O)(=O)NC2=NCCCCC2)cc1	-10%	3%	-0.3%	-15%	-9%	0.7%	1.6%	-8%	i
CC(C)(C)C(=O)OCc1nc(-c2ccc(O)c(O)c2)cs1	/	-33%	-0.2%	-30%	6%	15%	3.1%	-3%	i
COc1ccc(NC(=O)NNS(=O)(=O)c2ccc(Br)cc2)cc1	-1%	0%	0.0%	22%	-20%	-1.2%	-1.2%	8%	/
COCCN1C(=O)/C(=C/c2ccc(OCc3ccc(C(=O)O)cc3)c(OC)c2)SC1=Nc1ccccc1	1%	33%	0.5%	16%	-15%	15µM*	-1.7%	31%	i
CCOC(=O)N1CCN(C(=O)c2ccccc2NC(=O)c2ccc(F)cc2)CC1	/	3%	-0.7%	-25%	-34%	-0.9%	12%	-1%	i
COc1ccc(-n2nnnc2SCC(=O)Nc2cc(OC)c([N+](=O)[O-])cc2C)cc1	-2%	26%	-0.5%	-32%	-24%	2.3%	5.7%	19%	i
S=c1[nH]nc(-c2ccco2)n1/N=C/C(Cl)=C/c1ccccc1	63µM*	-59%	-0.4%	-31%	0%	11%	-5.9%	-156%	i
N#CCCN(Cc1cccnc1)C(=S)Nc1ccccc1Cl	1%	?	-0.4%	14%	-15%	3.8%	-3.9%	12%	i
O=C(CN1CCC(NC(=O)c2ccccc2Cl)CC1)NCc1ccco1	-5%	3%	-0.7%	-26%[20 µM]	-18%	-1.1%	/	13%	i
CCOC(=O)/C=C/C(=O)OCC(=O)Nc1ccc([N+](=O)[O-])cc1	-32%	-4%	0.2%	6%	7%	-1.1%	-1.5%	-18%	i
Cc1nn(C)cc1S(=O)(=O)N1CCN(Cc2ccc(F)cc2Cl)CC1	-2%	8%	-1.0%	-16%	-11%	1.3%	-2.7%	16%	i
O=S(=O)(c1ccc(F)c(F)c1)N1CCN(S(=O)(=O)c2cccs2)CC1	-3%	16%	0.1%	-10%	2%	-0.1%	3.0%	11%	/
Cc1cc2ncn(C3CC(=O)N(C)C3=O)c2cc1C (configuration not stated)	-1%	-1%	0.2%	/	/	-3.9%	/	10%	i	Dengue-2 NS5 capping pilot replicate=-4.9
